Assay outcomes: PubChem BioAssay, National Center for Advancing Translational Sciences (NCATS)
KDM5B inh = KDM5B demethylase inhibition. Q9UGL1. KDM5B demethylase, FDH-coupled NADH fluorescence (FDH is formaldehyde dehydrogenase). Potency, µM (top dose mostly 57.7 µM), without a hit: at the highest dose activity change, negative = inhibition, hits mostly inhibitors. hit rate 2.6% among 220,000; active = well fitted inhibition curve with a large enough effect; inconclusive = small, poorly fitted or top-dose-only effect; inactive = no such curve, though single readings can be large or run the other way; note: 0% is about no effect; nearly all actives have a fitted effect of over 70% in size
Target sequence (Q9UGL1 whole entry, looked up): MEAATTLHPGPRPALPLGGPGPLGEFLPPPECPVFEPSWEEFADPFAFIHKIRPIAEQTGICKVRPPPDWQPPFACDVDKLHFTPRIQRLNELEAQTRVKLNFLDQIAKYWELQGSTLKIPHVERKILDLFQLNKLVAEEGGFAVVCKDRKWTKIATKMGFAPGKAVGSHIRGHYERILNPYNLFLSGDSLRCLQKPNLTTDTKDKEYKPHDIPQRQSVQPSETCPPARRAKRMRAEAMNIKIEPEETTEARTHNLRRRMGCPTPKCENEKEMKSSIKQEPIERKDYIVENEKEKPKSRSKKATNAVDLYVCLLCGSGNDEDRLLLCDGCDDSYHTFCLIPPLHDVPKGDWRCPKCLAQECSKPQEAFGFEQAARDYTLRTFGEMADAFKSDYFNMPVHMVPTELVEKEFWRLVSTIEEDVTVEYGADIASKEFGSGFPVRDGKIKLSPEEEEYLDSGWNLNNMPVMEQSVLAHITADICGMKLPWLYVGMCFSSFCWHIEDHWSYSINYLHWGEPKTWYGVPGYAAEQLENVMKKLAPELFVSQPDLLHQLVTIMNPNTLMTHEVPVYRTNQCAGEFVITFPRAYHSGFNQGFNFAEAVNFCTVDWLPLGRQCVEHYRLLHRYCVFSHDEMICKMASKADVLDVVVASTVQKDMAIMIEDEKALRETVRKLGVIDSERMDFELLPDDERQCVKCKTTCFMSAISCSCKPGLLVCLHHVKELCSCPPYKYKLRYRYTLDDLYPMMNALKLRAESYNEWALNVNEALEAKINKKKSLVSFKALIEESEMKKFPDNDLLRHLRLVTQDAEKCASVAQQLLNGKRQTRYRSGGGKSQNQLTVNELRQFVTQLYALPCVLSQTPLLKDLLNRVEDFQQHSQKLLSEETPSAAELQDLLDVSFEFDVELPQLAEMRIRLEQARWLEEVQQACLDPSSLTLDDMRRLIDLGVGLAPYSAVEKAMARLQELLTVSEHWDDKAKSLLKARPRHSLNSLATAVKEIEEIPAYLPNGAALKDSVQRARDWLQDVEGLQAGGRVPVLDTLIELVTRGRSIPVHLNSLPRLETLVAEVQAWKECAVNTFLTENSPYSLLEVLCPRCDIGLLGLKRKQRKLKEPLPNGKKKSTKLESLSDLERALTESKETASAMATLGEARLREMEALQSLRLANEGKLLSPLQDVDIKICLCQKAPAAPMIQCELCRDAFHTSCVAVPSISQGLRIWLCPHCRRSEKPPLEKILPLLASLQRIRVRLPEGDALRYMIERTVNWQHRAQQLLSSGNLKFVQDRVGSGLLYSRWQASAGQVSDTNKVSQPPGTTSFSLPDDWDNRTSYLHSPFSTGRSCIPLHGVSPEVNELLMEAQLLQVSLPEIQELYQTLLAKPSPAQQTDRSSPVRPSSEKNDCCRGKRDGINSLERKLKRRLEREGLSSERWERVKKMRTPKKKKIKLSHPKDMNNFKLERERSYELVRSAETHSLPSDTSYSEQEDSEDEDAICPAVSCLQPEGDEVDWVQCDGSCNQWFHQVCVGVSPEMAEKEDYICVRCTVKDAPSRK
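Compound dilutions met 200 nM (final) KDM5BΔAP for 10 min at room temperature before substrate addition. The substrate mix held 12.5 µM H3K4me3 with cofactors 25 µM α-ketoglutarate and 50 µM Fe²⁺. NADH signal gain over 30 min defined activity.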
Active calls of the source: *; ? = inconclusive; & = joins results of further samples; [ ] = remark or other dose. Potency is the fitted concentration of half-maximal effect.

cpd | molecule | KDM5B inh
1 | COCCC(=O)N1CCCC(Cc2nc(C3CCOCC3)no2)C1 (stereo unspecified) | ?
2 | Cc1ccc(C(=O)N2CCOC(CN(Cc3ccco3)C(=O)c3ccc(F)cc3)C2)cc1 (stereo unspecified) | ?
3 | CCCN1CCN(C(=O)Cn2ncc3c4ccccc4n(Cc4cccc(Cl)c4)c3c2=O)CC1 | ?
4 | Cc1cccc(C(=O)NCC(c2ccc3c(c2)OCO3)N2CCOCC2)c1 (stereo unspecified) | -6.6%
5 | CN1C[C@@H](NC(=O)Nc2ccc(F)cc2F)C[C@H]1c1nc(-c2ccncc2)no1 | ?
6 | COc1ccc(NS(=O)(=O)c2cccc(NC(=O)Cc3n[nH]c(=O)c4ccccc34)c2)cc1 | 9.2%
7 | O=C(COC(=O)c1ccc(Cl)cc1)c1ccc([N+](=O)[O-])cc1 | 25.6%
8 | Cc1nn(-c2ccc(N3CCOCC3)nn2)c(C)c1CCC(=O)NCc1ccc(F)cc1 | -3.2%
9 | CN(C)c1cc2c(cc1NC(=O)c1cccs1)n(C)c(=O)c(=O)n2C | 1.5%
10 | CCOC(=O)c1ccc2ncc(C(=O)OCC)c(NCCCO)c2c1 | 4.0%
11 | COCCNC(=O)C1N(C(C)C)C(=O)C12CCCCC2 (stereo unspecified) | 21.9%
12 | COc1ccc(-c2noc([C@@H]3CCCN3C(=O)c3ccc(Cl)cc3)n2)cc1 | -7.2%
13 | CC(C)=CC1C(C(=O)Nc2cccc(OC(F)F)c2C)C1(C)C (stereo unspecified) | 6.9%
14 | CCc1ccccc1NC(=O)CCC(=O)N1CC(C)Oc2ccc(C)cc21 (stereo unspecified) | -11.4%
15 | Cn1cc(S(=O)(=O)N2CCCCCC2)cc1C(=O)Nc1ccc(Cl)c(C(F)(F)F)c1 | 11.5%
16 | Cc1ccc(C(=O)CSc2nc3ccccc3o2)c(C)c1 | 18.8%
17 | CCCCn1c(=O)[nH]c(=O)c2c1nc(CSc1nnnn1C1CC1)n2C | 16.1%
18 | Cc1ccccc1NC(=O)CC(=O)N1CCC(Oc2ccccc2C)CC1 | -0.1%
19 | O=C(NCCc1ccc(Cl)cc1)c1ccc2c(c1)N(Cc1ccc(F)cc1Cl)C(=O)CS2 | 4.1%
20 | COc1ccc(OCC(O)Cn2c(N)nc3c2c(=O)[nH]c(=O)n3C)cc1 (stereo unspecified) | -6.7%
21 | CN(CCO)C(=O)c1cc(-c2ccc(Cl)cc2)nc2ccccc12 | -6.6%
22 | CC(C)NC(=O)NCc1nnc2n1C(C(=O)N1CCOCC1)CC2 (stereo unspecified) | 12.8%[115 µM]
23 | Cc1ccccc1-c1onc(C)c1C(=O)NCc1cc(F)cc(F)c1 | 7.8%
24 | Cc1cccc(C(=O)NCC(O)c2ccccc2)c1 (stereo unspecified) | -5.8%
25 | O=C(O)COc1c(Br)cc(/C=C2/NC(=O)NC2=O)cc1Br | -5.5%
26 | Cc1cccc(-n2c(-c3ccco3)nc3c(cnn3-c3ccccc3C)c2=O)c1 | ?
27 | Cc1ccc(-n2cc(C(=O)N3CCC(NC(=O)OC(C)(C)C)CC3)nn2)cc1C | 17.0%
28 | COc1ccc(-c2cc(-c3cnc4[nH]ccc4c3)cn3cncc23)cc1 | ?
29 | CCCC(C(=O)NCc1cccc(Cl)c1)N1Cc2ccccc2C1=O (stereo unspecified) | -2.8%
30 | COc1ccc(N/C=C/C(=O)c2ccc(Br)cc2)cc1 | -17.2%
31 | Cc1cccc(C)c1Nc1c(-c2ccccn2)nc2ccc(Cl)cn12 | ?
32 | COCCN1C(=O)c2ccccc2C(C(=O)Nc2ccc3[nH]ccc3c2)C12CCCC2 (stereo unspecified) | ?
33 | CN(C(=O)c1ccccc1F)C1CCCc2ccccc21 (stereo unspecified) | -22.9%[86.2 µM]
34 | CCOc1ccc(-c2nc(CN3CCN(C(=O)NCCc4ccccc4)CC3)c(C)o2)cc1 | -14.1%
35 | CCN1CCCC1CNC(=O)C(=O)Nc1cccc2[nH]ccc12 (stereo unspecified) | 10.8%
36 | CC1=CC(C)(C)N(S(=O)(=O)c2ccc(Cl)cc2)c2cc(C)ccc21 | 3.7%
37 | CC(C)(C)NC(=O)Cc1csc(-c2cccs2)n1 | ?
38 | O=C(NCc1ccccn1)c1cccc(Cl)c1 | 21.0%
39 | COc1ccc(Oc2nc(-c3cccnc3)nc3ccccc23)cc1 | ?
40 | CCOc1ccc(C(CC(=O)O)N2Cc3ccccc3C2=O)cc1OC (stereo unspecified) | 15.5%
41 | COc1ccc2c(c1)cc(C(=O)Nc1ccc(F)cc1)n2C | -7.3%
42 | COc1cccc(C(=O)N2CCC(C(NC(=O)CC(C)C)C(=O)NCC(C)C)CC2)c1 (stereo unspecified) | -13.1%
43 | C=CCN(Cc1ccccc1OCC)C(=O)c1ccc(N(C)S(C)(=O)=O)cc1 | -1.9%
44 | CC(=O)NCc1ccc(S(=O)(=O)NC(C)CCc2ccccc2)cc1 (stereo unspecified) | -17.9%
45 | COCC(C)NC(=O)Cn1c(SCc2ccccc2)nc2ccccc21 (stereo unspecified) | 27.1%
46 | O=C(O)c1cccc(COc2ccc(Cl)cc2Cl)c1 | 10.3%
47 | CCC(c1cccs1)N1C(=O)[C@H]2CN(S(=O)(=O)c3ccccc3Cl)C[C@H]2C1=O (stereo partly specified) | -11.1%
48 | Cc1cnc(C2CC2)n1C1CCN(S(C)(=O)=O)CC1 | -7.7%
49 | COc1cc(=O)n2c(c1C(=O)Nc1ccc(C)c(Cl)c1)CCCC2 | 8.3%
50 | COC(=O)/C=C/c1c(C)nc(NCc2ccccc2)nc1Cl | ?

(next part)
cpd | molecule | KDM5B inh
51 | CCc1ccc(CNC(=O)c2ccc3c(c2)N(CC)C2CCCCCN2C3=O)cc1 (stereo unspecified) | ?
52 | CC(CCc1ccccc1)NC(=O)COC(=O)c1cccn1C (stereo unspecified) | 24.8%
53 | Cc1nn(C)c(C)c1CNCc1ccc(N2CCOCC2)nc1 | ?
54 | Nc1ccccc1C(=O)NCCc1c[nH]c2ccccc12 | ?
55 | CN(C)c1cccc(Oc2nnnn2[C@H]2CO[C@H]3[C@@H]2OC[C@@H]3NC(=O)NCc2ccccc2)c1 | -7.3%
56 | Cc1ccc(CN(C)C(=O)CSc2nc3ccccc3o2)c(C)c1 | 11.3%
57 | CC(C)c1ccc(OCc2nnc(C(=O)N3CCC[C@@H]3C)n2-c2cccnc2)cc1 | 1.1%[86.2 µM]
58 | COCc1nc(C2CCCN(C(=O)COc3ccc(F)cc3)C2)no1 (stereo unspecified) | -15.1%
59 | Cn1nc(C(=O)OCc2nc(-c3ccccc3)no2)c2ccccc21 | ?
60 | Cc1ccc(-c2cn3ccc(C)cc3n2)cc1 | 2.6%
61 | COc1ccc(-c2noc(CN(C)S(=O)(=O)c3ccc(OC)cc3)n2)cc1 | -2.2%
62 | N#Cc1ncn(Cc2coc(-c3ccc(Cl)cc3)n2)n1 | 1.8%
63 | CC(NC(=O)CCC(=O)c1ccc(F)cc1)C(=O)N1CCN(c2ccccn2)CC1 (stereo unspecified) | ?
64 | COc1ccc(C(=O)NCCCOc2cccc(NC(C)=O)c2)cc1 | 33.2%[activator]
65 | COc1ccc(Cl)cc1-c1ccc2c(c1)C(=O)N1CCN(C(=O)C3CCCC3)C[C@H]1C(=O)N2 | 20µM*
66 | COC(=O)c1ccc(NC(=O)n2ncc3c(C)cccc32)cc1 | 10.9%
67 | CC(=O)NC[C@H]1CCN(C(=O)c2cncc(Br)c2)C[C@H]1N(C)C | -23.2%
68 | Cc1ccsc1C(=O)N1CCc2c(nc3cc[nH]n3c2=O)C1 | 31.6µM*
69 | COc1ccc(-c2nc(C)nc3c2CN(C(=O)c2ccc(Cl)nc2)CC3)cc1 | ?
70 | COCCOc1cccc(Cn2cnc(-c3ccccc3)c2-c2cnc[nH]2)c1 | -11.5%
71 | CCN(CC)c1ccc(NC(=O)CN2C(=O)c3cccnc3Sc3ccccc32)c(C)c1 | ?
72 | Fc1ccccc1-c1noc(-c2ncn3c2COC(c2ccccc2Cl)C3)n1 (stereo unspecified) | 0.0%
73 | Cc1cccc(N(C)c2nc3ccc(C(=O)c4ccccc4)cc3n3c(C)nnc23)c1 | 89.5%[activator]
74 | Cc1noc([C@@H]2CN(CC3CC3)C[C@H]2CO)n1 | 0.6%
75 | COc1ccc(C2C=C(c3ccccc3)Nc3nc(NC(=O)/C=C/c4ccccc4OC)nn32)cc1 (stereo unspecified) | ?

Structures listed so far that have two or more sulfur atoms (two):
cpd | molecule | KDM5B inh
37 | CC(C)(C)NC(=O)Cc1csc(-c2cccs2)n1 | ?
47 | CCC(c1cccs1)N1C(=O)[C@H]2CN(S(=O)(=O)c3ccccc3Cl)C[C@H]2C1=O (stereo partly specified) | -11.1%

The listing continues.
cpd | molecule | KDM5B inh
76 | CCc1nc(-c2c3n(c(=O)n(CC(=O)Nc4ccccc4Cl)c2=O)CCCC3)no1 | -22.2%
77 | CCCNC(=O)N1CCC(O)(c2csc(CN3CCN(C)CC3)n2)CC1 | -18.3%[86.2 µM]
78 | NC(=O)C1(N2CCCCC2)CCN(Cc2ccc(Br)cc2)CC1 | 24.9%
79 | Cc1cccc(-n2nnnc2SCc2nc(N)c3ccccc3n2)c1 | -3.7%
80 | Cc1cccc(C(=O)N2CCCCC2c2n[nH]c(C)n2)c1 (stereo unspecified) | 0.7%
81 | COc1ccc(C(=O)NC2CCN(c3cc(-c4ccc(F)cc4)[nH]n3)CC2)cc1 | 13.7%
82 | CCCNC(=O)N1CCC(=O)N(CC)C2(CCOCC2)C1 | 22.4%
83 | CCOc1ccccc1C(=O)NCc1nnc2cc(-c3nc(CC)no3)ccn12 | 28.2µM*
84 | O=c1c2sc3ccccc3c2n(Cc2cccc(F)c2)c(=O)n1CCc1ccccc1 | -25.4%
85 | O=C1NC(=NC2CCCCC2)C2(CCN(Cc3cccnc3)C2)N1c1cc(F)cc(F)c1 (stereo unspecified) | 3.0%[115 µM]
86 | O=C(CSc1cn(CC(=O)N2CCOCC2)c2ccccc12)Nc1ccccc1 | 3.6%&-17.3%
87 | Cc1ccc(C(=O)N2CCCC(c3nc(C(C)C)no3)CCNC(=O)CC2)s1 (stereo unspecified) | 15.4%
88 | CC(C)OC(=O)/C(C#N)=C\c1ccc(O)c(Br)c1 | 2.9%
89 | CCN(CC(=O)NC(=O)NC1CC1)C(C)c1ccc(C#N)cc1 (stereo unspecified) | 22.1%
90 | Cc1cc(=O)n(Cc2ccc(Br)cc2F)c2c1c(C)nn2-c1ccccc1 | 0.7%
91 | O=C(CCc1c[nH]c2ccccc12)OCC(=O)c1ccccc1 | 5.2%
92 | COc1ccc(N2CC(c3noc(-c4cc(Cl)ccc4OC)n3)CC2=O)cc1 (stereo unspecified) | ?
93 | CCCn1c(=O)c2ccccc2n(CC(=O)N(CC)c2cccc(C)c2)c1=O | -6.2%
94 | O=C(O)c1cc(Cl)ccc1I | -8.6%
95 | COc1cccc(CCC(=O)N2CCC(OCC3CC3)C2)c1 (stereo unspecified) | -18.3%
96 | N#CC1=C(N)OC2=C(C(=O)CC(c3ccccc3)C2)C1c1ccc(Br)cc1 (stereo unspecified) | -16.1%
97 | CC(C)C(NC(=O)c1cnn(C)c1)c1ccc(F)cc1 (stereo unspecified) | 27.2%
98 | Cc1ccc(NC(=O)Cn2c(N3CCCCC3)nc(C)c(C)c2=O)cc1Cl | 3.0%
99 | O=C(Nc1ccc2nc(SCCOc3ccccc3Cl)sc2c1)c1cccs1 | ?
100 | CC#CCn1cc2c3c(cccc31)[C@H](CC(C)C)N[C@H](C(=O)N1CCC(O)CC1)C2 | ?
101 | C=C(C)Cn1c(SCC(=O)c2ccccc2)nc2c1c(=O)[nH]c(=O)n2C | -3.6%
102 | COc1cccc(C(=O)N2CCC(Oc3ccccc3-c3nc(C4CCOCC4)no3)C2)c1 (stereo unspecified) | ?
103 | COc1ccc(-c2nc(-c3nnn4c3COC(c3ccc(C)cc3)C4)no2)cc1F (stereo unspecified) | ?
104 | COc1ccc(-c2nc(Cn3c(SCc4ccc(F)cc4)nc4cccnc43)c(C)o2)cc1 | ?
105 | CCOC(=O)c1nc(C)sc1-c1ccnn1S(=O)(=O)c1cccc(Cl)c1 | -2.7%
106 | O=C(CCC1CCCN(S(=O)(=O)c2ccccc2F)C1)NCCc1ccccc1 (stereo unspecified) | ?
107 | CCn1ccnc1CN(C)c1ccc(-c2nc(C3CC3)no2)cn1 | ?
108 | COc1ccccc1-c1ncc2c(n1)OCCN(c1cccc(C(F)(F)F)c1)C2=O | 31.6µM*
109 | CCc1nnc(NC(=O)CSc2nc3c([nH]c4ccccc43)c(=O)n2-c2ccc(Cl)cc2)s1 | -10.1%
110 | O=C1CCC2(CCN(C(=O)c3ccoc3)CC2)CN1CC1CCCO1 (stereo unspecified) | -9.3%
111 | CC(C)(C)C(=O)/C(C#N)=C\c1cn[nH]c1-c1ccccc1 | 9.8%
112 | CCN1CCN(c2nccc(Cl)n2)C(=O)C1 | 14.1%[86.2 µM]
113 | CC(=O)N1C[C@@H]2CCCN3CCC[C@@H]([C@H]23)[C@H]1CCCC(=O)NC(C)C | ?
114 | CCn1c(SCC(=O)Nc2ccc3c(c2)OCCO3)nnc1-c1cccnc1 | 19.6%
115 | Fc1ccc(CN2CCC(N3CC(OCC4CC4)C34CCOCC4)CC2)c(F)c1 (stereo unspecified) | -22.5%
116 | O=S(=O)(c1ccccc1Br)N1CCNCC1 | 30.6%
117 | Brc1n[nH]c(Br)n1 | -14.7%
118 | CCCCNS(=O)(=O)c1cccc(NC(=O)c2cccc3cccnc23)c1 | -6.4%

Entries 113 to 117 from above:
cpd | molecule | KDM5B inh
113 | CC(=O)N1C[C@@H]2CCCN3CCC[C@@H]([C@H]23)[C@H]1CCCC(=O)NC(C)C | ?
114 | CCn1c(SCC(=O)Nc2ccc3c(c2)OCCO3)nnc1-c1cccnc1 | 19.6%
115 | Fc1ccc(CN2CCC(N3CC(OCC4CC4)C34CCOCC4)CC2)c(F)c1 (stereo unspecified) | -22.5%
116 | O=S(=O)(c1ccccc1Br)N1CCNCC1 | 30.6%
117 | Brc1n[nH]c(Br)n1 | -14.7%

These rows are one share of the data (hit frequency here may not be typical).
